Compound activity as filed in PubChem BioAssay.
ROCK2 blocker: ROCK2 (human) kinase inhibition; AID 604; inhibition, % at 6 µM; 60,000 tested, 0.35% active; purified ROCK2, Kinase-Glo ATP depletion luminescence; O75116;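 active = inhibition above the screen-wide mean inhibition plus 3 SD, cut at about 18% in these data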;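 note: plate controls were DMSO wells for no effect and Y-27632 control wells after no-enzyme background subtraction for full effect; many of its hits are not listed in these tables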
CatS inh: human cathepsin S inhibition. inhibition, %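 (tested at 5 µM per compound within 10-compound mixtures)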. recombinant cathepsin S, AMC dipeptide fluorescence, pooled mixtures. P25774. 62,000 tested, 0.06% active; in the data active = inhibition above about 32%, passing the limit was not always enough;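 note: 0% = enzyme without compound and 100% = blank without enzyme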
PKA kinase inh: blocks human protein kinase A activity | P17612 | PKA Kemptide phosphorylation, Kinase-Glo ATP luminescence | inhibition, % at 6 µM | 65,000 tested, 0.1% active | AID 524;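 active = inhibition above the screen-wide mean inhibition plus 3 SD, cut at about 21% in these data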; note: many of its hits are not listed in these tables
CatL inh: blocks human cathepsin L protease activity; AID 460; purified cathepsin L, fluorogenic substrate, fluorescence; inhibition, %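 (tested at 10 µM)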; 58,000 tested, 0.17% active; P07711; in the data active = inhibition above about 45%;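 note: 0% = enzyme with no compound and 100% = no enzyme blank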
CatG inh: blocks human cathepsin G enzyme activity; purified enzyme, AMC-tetrapeptide fluorescence, pooled mixtures; inhibition, % at 5 µM (by protocol); 62,000 tested, 0.2% active; AID 581;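 active = inhibition above 20% in each of the two mixture wells holding the compound; inactive = inhibition of 20% or less in either well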;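 note: 0% = enzyme control without mixture and 100% = blank lacking enzyme; strong numbers were not always called active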
Target sequence (P08311 21-244 limits assumed): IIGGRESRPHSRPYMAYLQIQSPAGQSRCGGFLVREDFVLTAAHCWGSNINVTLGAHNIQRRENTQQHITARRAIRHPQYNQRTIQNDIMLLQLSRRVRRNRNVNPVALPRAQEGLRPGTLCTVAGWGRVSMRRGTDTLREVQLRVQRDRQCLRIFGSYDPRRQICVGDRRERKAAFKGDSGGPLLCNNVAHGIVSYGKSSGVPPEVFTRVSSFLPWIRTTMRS
CatB block: human cathepsin B inhibition. P07858. purified cathepsin B, fluorogenic substrate, fluorescence. inhibition, %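 (tested at 10 µM)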. 63,000 tested, 0.1% active; in the data active = inhibition above about 21%;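 note: 0% = enzyme with no compound and 100% = no enzyme blank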
CatB mixtures: human cathepsin B inhibition by mixtures. 62,000 tested, 0.06% active. inhibition, %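 (ten-compound pools at 5 µM per compound and 50 µM total)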. AID 488. P07858. Purified cathepsin B, AMC dipeptide fluorescence, compound mixtures; in the data active = inhibition above about 22%, passing the limit was not always enough;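 note: 0% = enzyme without compound and 100% = no enzyme blank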
HER2 expr 66K: inhibitors of human Her2 kinase expression. HER2 level % of control, % at 10 µM. AID 645. P04626. SKBR-3 HER2 protein level, AlphaScreen, 18-24 h; stronger effect = lower value. 65,000 tested, 0.69% active;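 active = HER2 level under 5% of the carrier-only control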;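 note: 100% = DMSO carrier and 0% = 500 nM PU-H71 HSP90 inhibitor; lower value means stronger loss of Her2 protein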
C1s inh: human complement C1s inhibition; purified C1s, fluorogenic AMC substrate, pooled mixtures; 62,000 tested, 0.16% active; mean inhibition % of two 10-compound mixtures (stronger effect = higher value), % at 5 µM (by protocol); P09871;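 active = inhibition above 20% in each of the two 10-compound mixture wells holding the compound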;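 note: 0% = enzyme wells lacking compound mixture and 100% = no-enzyme blank wells; some compounds called inactive have numbers as strong as hits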
Target sequence (P09871 16-437 limits assumed): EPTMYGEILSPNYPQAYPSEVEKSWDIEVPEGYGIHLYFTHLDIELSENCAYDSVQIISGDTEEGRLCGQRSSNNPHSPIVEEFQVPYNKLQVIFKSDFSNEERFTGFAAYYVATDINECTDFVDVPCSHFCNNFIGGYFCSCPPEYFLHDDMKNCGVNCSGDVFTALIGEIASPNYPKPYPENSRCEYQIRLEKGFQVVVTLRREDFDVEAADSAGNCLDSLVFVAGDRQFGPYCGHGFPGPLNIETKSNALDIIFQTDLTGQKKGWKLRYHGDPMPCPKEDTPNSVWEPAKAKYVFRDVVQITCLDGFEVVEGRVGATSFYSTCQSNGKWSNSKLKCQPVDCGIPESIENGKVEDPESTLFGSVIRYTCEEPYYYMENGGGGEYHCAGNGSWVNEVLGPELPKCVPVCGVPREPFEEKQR
Target sequence (P09871 438-688 limits assumed): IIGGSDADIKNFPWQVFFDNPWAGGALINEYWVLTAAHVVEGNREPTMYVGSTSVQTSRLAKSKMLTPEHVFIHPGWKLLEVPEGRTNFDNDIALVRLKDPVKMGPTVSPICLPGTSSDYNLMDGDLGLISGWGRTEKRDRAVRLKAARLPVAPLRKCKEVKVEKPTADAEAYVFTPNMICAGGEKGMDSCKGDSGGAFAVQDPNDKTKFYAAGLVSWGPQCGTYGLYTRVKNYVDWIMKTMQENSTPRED
* hit, by the source's call; . = not tested or not shown.

Under each structure – ROCK2 blocker	CatS inh	PKA kinase inh	CatL inh	CatG inh	CatB block	CatB mixtures	HER2 expr 66K	C1s inh
Cc1c(-c2cccs2)[n+](=O)c2c(n1[O-])CCCC2
    4	.	0	-2	.	4	.	-31*	.
CCOC(=O)C1CCCN(C(=O)c2ccccc2Oc2ccccc2)C1 (stereo not given)
    3	0	13	9	-6	2	-2	130	-13
O=c1cc(N2CCN(c3ccccc3F)CC2)[nH]c(=O)n1-c1ccc(Br)cc1
    1	-13	1	.	9	-5	4	93	11
CCOc1ccc(NCC(=O)Nc2ccc(C)cc2C)cc1
    3	16	3	-1	3	3	8	57	3
Cc1ccc(C(=O)CC2(O)C(=O)N(CN3CCOCC3)c3ccccc32)cc1 (stereo not given)
    3	13	9	-1	9	0	9	77	10
O=C(CSc1nnnn1Cc1ccccc1)NCC(=O)c1ccccc1
    2	-2	1	2	10	4	3	89	15
Cc1ccc(NC(=O)CSc2nnc(-c3cnccn3)n2Cc2ccco2)cc1
    2	-1	9	-12	8	-2	-5	63	3
Cc1ccccc1OCCCN1C(=O)C(=O)c2cccc(C)c21
    3	-10	5	-1	-32	-2	2	89	6
CCOC(=O)COc1ccc(C(=O)c2ccccc2)c(O)c1
    1	7	-3	-4	4	0	0	98	-59
Cc1cc(C)c2oc(-c3ccc(Cl)c(NC(=O)c4ccc(C#N)cc4F)c3)nc2c1
    6	5	4	-1	7	6	12	28	-9
CCN(CC)c1ccc(NS(=O)(=O)c2ccc3c(c2)oc(=O)n3C)c(C)c1
    2	-3	-6	.	-2	1	2	65	-33
O=C(/C=N/O)NCCCN1CCOCC1
    3	-6	5	-7	22	-1	4	138	-1
COc1ccc(CCN2C(=O)CC(Nc3ccc(N4CCOCC4)cc3)C2=O)cc1OC (stereo not given)
    3	15	3	.	8	6	2	62	-1
O=C(NCc1cccs1)Nc1cccs1
    2	9	8	9	2	-4	-2	77	0
Cc1cc(-c2nnc3n2CCCCC3)c(C)n1-c1ccccc1
    -3	-6	-1	-7	-3	-3	-1	88	-4
COc1ccc(-c2nnnn2-c2ccccc2OC)cc1
    2	9	7	-4	-10	5	5	81	-18
COc1cc(C)nc(OCCNC(=O)COc2ccc(Cl)cc2Cl)n1
    4	7	14	16	-6	-1	0	97	-35
C=CCSc1nnc(NC(=O)CSc2ccccn2)s1
    6	12	4	18	15	-1	-3	71	13
CCn1c(Cc2ccccc2)nnc1SCC(=O)Nc1nc(C)c(C)s1
    -1	9	-4	-5	-3	-2	4	103	-5
CCOc1ccc(NC(=O)c2cccnc2C(=O)O)cc1
    5	-10	5	14	2	3	-1	97	-39
c1ccc(Cn2nnnc2C(c2cccnc2)N2CCN(C3CCCCC3)CC2)cc1 (stereo not given)
    -1	7	-1	16	-1	1	-1	82	-3
CNCCC(Oc1ccc(C(F)(F)F)cc1)c1ccccc1 (stereo not given)
    -7	-4	-10	0	8	3	-10	112	-35
CCOc1ccc(CCNC(=O)c2nnc(Cc3ccc(F)cc3)o2)cc1OCC
    -6	-5	2	.	-9	1	-3	122	-40
COc1ccc(C2CC(=O)C=C(NCC3CCCO3)C2)cc1 (stereo not given)
    -8	0	-6	.	2	2	-1	79	5
Cc1csc2nc(CNC(=O)c3ccco3)cn12
    0	-10	-6	-9	13	2	4	55	12
COc1ccccc1-c1cc(N)n[nH]1
    0	8	3	17	-10	0	2	86	-116
Cc1onc(-c2c(F)cccc2Cl)c1C(=O)N1CCc2ccccc2C1
    2	6	8	0	-2	-2	-3	106	0
CCOc1ccc(-c2nnn(CC(=O)N3CCN(c4ccc(F)cc4)CC3)n2)cc1OCC
    1	17	-3	2	4	0	-1	56	-19
C=CCNc1nc(NCCN2CCOCC2)nc(N2CCOCC2)n1
    -1	11	11	6	-3	6	1	117	-49
O=C(C1CN(S(=O)(=O)c2ccccc2)CCN1S(=O)(=O)c1ccccc1)N1CCCCCC1 (stereo not given)
    .	5	.	8	-6	1	0	102	-12
CC(C)OC(=O)CC1=NC(=O)CS1
    8	.	5	-4	.	4	.	91	.
COc1ccc(C(=O)NCC(=O)OCC(=O)NC(=O)NC2CCCCC2)cc1OC
    1	1	0	7	-3	1	1	95	3
CCCCCCOc1ccc(/C(N)=N/O)cc1
    1	-32	1	0	-25	0	-18	107	-206
O=C(Nc1ccc(NC(=O)C2CC2)nc1)c1ccco1
    -9	-1	0	6	8	4	3	146	-17
Cc1cc(Nc2ccc(F)cc2C)n2ncnc2n1
    0	7	-5	.	11	4	4	102	17
COc1cc(C2CC(=O)N3CN(c4ccccc4C)CSC3=C2C#N)cc(OC)c1OC (stereo not given)
    6	7	-2	7	13	1	6	23	12
COc1ccc(-c2nnc3n2N=C(c2cccc(Br)c2)CS3)cc1OC
    5	-4	10	-12	-2	-3	3	126	-18
CCCc1cc(C(N)=O)c(NC(=O)C2CCCO2)s1 (stereo not given)
    -2	0	5	-1	-16	3	-2	87	-37
Cc1nc2nc(SCC(=O)N3CCOCC3)nn2c(C)c1Cc1ccccc1
    .	-12	7	-4	-2	-5	2	104	0
Cc1cccc(-n2nnc(C(=O)Nc3ccc(F)cc3)c2N)c1
    2	-7	5	1	51*	0	2	117	25
O=C(CS(=O)(=O)c1cn(Cc2cccc(F)c2)c2ccccc12)N1CCOCC1
    .	0	5	-3	2	5	0	.	0
CC1CCN(CCNC(=O)C2CCCN(S(=O)(=O)c3cccc4nonc34)C2)CC1 (stereo not given)
    .	-7	1	-3	9	4	3	61	14
CCN1C(=O)c2ccccc2S(=O)c2ccc(C(=O)NCc3ccccn3)cc21 (stereo not given)
    0	5	-4	6	8	2	5	94	2
Cc1nn(-c2ccccc2)c2sc(C(=O)N3CCCCC3)cc12
    -4	-2	-6	-5	6	14	1	78	-3
Cc1ccc(S(=O)(=O)Cc2ccc(C(=O)NCCCN3CCCC3=O)o2)cc1
    6	5	12	14	2	3	2	118	-4

Three compounds out of the list, arranged by molar mass, descending:
Under each structure – ROCK2 blocker	CatS inh	PKA kinase inh	CatL inh	CatG inh	CatB block	CatB mixtures	HER2 expr 66K	C1s inh
CC1CCN(CCNC(=O)C2CCCN(S(=O)(=O)c3cccc4nonc34)C2)CC1 (stereo not given)
    .	-7	1	-3	9	4	3	61	14
O=C(CS(=O)(=O)c1cn(Cc2cccc(F)c2)c2ccccc12)N1CCOCC1
    .	0	5	-3	2	5	0	.	0
CCCCCCOc1ccc(/C(N)=N/O)cc1
    1	-32	1	0	-25	0	-18	107	-206

Further structures:
Under each structure – ROCK2 blocker	CatS inh	PKA kinase inh	CatL inh	CatG inh	CatB block	CatB mixtures	HER2 expr 66K	C1s inh
COc1ccc(-c2nnc(SCC(=O)N3CCCCC3)o2)cc1OC
    2	0	-5	9	9	4	8	135	13
COC(=O)[C@H](C)NC(=O)Nc1ccc(OC)cc1OC
    3	-3	5	9	13	6	4	87	15
Cc1cc(-c2ccco2)n(CC(=O)NCc2ccco2)n1
    -5	9	7	11	10	3	-2	89	11
CCOCCOC(=O)C1=C(C)N(C)C(=O)NC1c1ccccc1F (stereo not given)
    .	5	2	-1	10	1	8	42	21
CCN1CCN(C(c2cccs2)C(C)NC(=O)c2c(F)cccc2F)CC1 (stereo not given)
    4	0	2	14	11	5	0	102	10
Cc1ccc(CN2C(=O)CCC2C(=O)NCCCN2CCCC(C)C2)cc1 (stereo not given)
    2	14	3	9	2	10	6	75	-2
COCCCNC(c1ccccc1)c1ccncc1 (stereo not given)
    13	0	5	2	9	7	6	73	16
COCCN(CCOC)c1ncc(Cl)c(C(=O)c2c(C)cc3ccccn23)n1
    -5	-5	-4	-5	12	0	7	75	19
Cn1c(-c2nonc2NC(=O)c2ccc(C(C)(C)C)cc2)nc2ccccc21
    -2	4	-4	-5	1	-1	-1	83	1
COCCN1C(=O)c2ccc(C(=O)NCc3cccnc3)cc2C1=O
    2	9	4	2	10	6	3	.	18
COc1cc(CNC2CCCCCC2)cc(OC)c1OC
    -7	-3	-2	.	1	1	2	107	-3
Cc1ccc(S(=O)(=O)N2CCN(C(=O)COc3ccc(-c4nnco4)cc3)CC2)cc1
    6	-10	6	9	0	-3	-3	85	-8
COc1ccc(-n2c(Cc3cccn3C)nnc2SCC(=O)N2CCC(C)CC2)cc1
    -2	4	-5	.	1	-2	3	102	5
Cc1ccc(S(=O)(=O)N(CC(=O)NCc2ccco2)Cc2ccccc2F)cc1
    2	2	3	-3	1	3	4	96	0
O=C(NCc1cccnc1)C1CCCN(S(=O)(=O)c2ccccc2)C1 (stereo not given)
    0	-9	7	14	-10	0	-7	100	-36

In the list so far, these contain a thiophene ring, fused or not:
Under each structure – ROCK2 blocker	CatS inh	PKA kinase inh	CatL inh	CatG inh	CatB block	CatB mixtures	HER2 expr 66K	C1s inh
Cc1c(-c2cccs2)[n+](=O)c2c(n1[O-])CCCC2
    4	.	0	-2	.	4	.	-31*	.
O=C(NCc1cccs1)Nc1cccs1
    2	9	8	9	2	-4	-2	77	0
CCCc1cc(C(N)=O)c(NC(=O)C2CCCO2)s1 (stereo not given)
    -2	0	5	-1	-16	3	-2	87	-37
Cc1nn(-c2ccccc2)c2sc(C(=O)N3CCCCC3)cc12
    -4	-2	-6	-5	6	14	1	78	-3
CCN1CCN(C(c2cccs2)C(C)NC(=O)c2c(F)cccc2F)CC1 (stereo not given)
    4	0	2	14	11	5	0	102	10

Additional records:
Under each structure – ROCK2 blocker	CatS inh	PKA kinase inh	CatL inh	CatG inh	CatB block	CatB mixtures	HER2 expr 66K	C1s inh
CCOc1ccc(NC(=O)C2C3C=CC4(CN(C(C(=O)OC)C(C)C)C(=O)C24)O3)cc1 (stereo not given)
    5	2	10	.	12	2	4	88	19
COc1ccccc1-c1nnc(SCCN2CCOCC2)n1-c1ccc(C)cc1
    2	-5	6	1	6	1	-4	91	-10
CCCc1c(O)nc(SC2CC(=O)N(c3cc(OC)ccc3OC)C2=O)[nH]c1=O (stereo not given)
    1	12	7	4	-7	7	4	92	-9
COC(=O)c1cccc(N(C(=O)CNC(=O)c2ccco2)C(C(=O)NC2CCCC2)c2ccco2)c1 (stereo not given)
    4	-2	8	-8	6	-2	-1	81	-1
CCOC(=O)c1[nH]nc(C(=O)c2ccc(Br)cc2)c1O
    -5	-2	-4	-2	11	2	5	63	14
Cc1cccc2cc(C(c3nnnn3Cc3ccccc3)N3CCN(C)CC3)c(=O)[nH]c12 (stereo not given)
    3	9	5	1	-2	-1	1	169	-11

Not a retest: 2 of the compounds above.
Under each structure – ROCK2 blocker	CatS inh	PKA kinase inh	CatL inh	CatG inh	CatB block	CatB mixtures	HER2 expr 66K	C1s inh
CCOC(=O)c1[nH]nc(C(=O)c2ccc(Br)cc2)c1O
    -5	-2	-4	-2	11	2	5	63	14
Cc1cccc2cc(C(c3nnnn3Cc3ccccc3)N3CCN(C)CC3)c(=O)[nH]c12 (stereo not given)
    3	9	5	1	-2	-1	1	169	-11

Not all compounds are listed; count on the stated rates, not on these rows.
